From PubChem BioAssay
aSyn rescue = inhibitors of alpha-synuclein toxicity in yeast | Potency, µM (titrated, usually from 46.1 µM), inactives show top-dose growth rescue (activation), actives largely listed as activators | Yeast expressing alpha-synuclein, growth rescue, BacTiter-Glo, 24 h | 370,000 compounds, 0.14% hits; further: potency means the concentration at half of the fitted maximal effect; % of control where 0% means no effect; nearly all actives have a fitted effect of over 65% in size
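Screening used galactose-induced yeast with toxic alpha-synuclein levels, exposed to compound for 24 hr at 30 deg C. Cell growth, read with BacTiter-Glo luminescence, gave the measured signal.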
Akt phos inh = inhibitors of Akt phosphorylation | Neuro2A IGF-stimulated pAkt S473 HTRF, 20 min; hits give low values | activity change, % for hits at 50 µM | 360,000 compounds, 0.32% hits | AID 651550; in the data active means activity change below about -80%; inconclusive means mostly about -51% to -80%; further: on the % scale 0 is the no-effect control and ±100 the full control effect
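Neuro2A cells in DMEM with 0.5% FBS, overnight at 37 deg C, given compound at single 50 µM final, then IGF (6 nM final) for 20 min at 37 deg C. Lysed; phospho-Akt Ser473 by HTRF after 24 h, 665/615 ratio.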
FUS suppressor = suppressors of FUS proteinopathy in yeast; S. cerevisiae FUS-expressing, growth rescue, OD600, 24 h; Potency, µM (series often up to 76.6 µM), without a hit: top-dose growth rescue (activation), most hits filed as activators; 390,000 compounds, 0.24% hits; AID 1347120;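 further: potency means the concentration at half of the fitted maximal effect; plate controls were DMSO vehicle for no effect and reference control for full effect; nearly all actives have a fitted effect of over 55% in size; some results filed as inactive show a strong effect at the top dose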
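Absorbance at 600 nm, taken 24hr after compound addition, measured rescue of FUS-yeast growth at 30C. Induction used 2% galactose with seeding at OD 0.005. Controls: CP55940 from 92uM final, DMSO only.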
Abeta rescue = A-beta toxicity reversal in yeast. AID 1347071. Potency, µM (doses to about 46.1 µM), inactives show at the highest dose growth rescue, hits mostly activators. 410,000 compounds, 0.063% hits. yeast expressing A-beta42, growth rescue, OD600, 48 h; response scale: 0% DMSO, 100% iron-clioquinol control; further: potency means the concentration at half of the fitted maximal effect; nearly all actives have a fitted effect of over 55% in size
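Yeast A-beta toxicity model in growth medium with pinned compounds, 48 h at 30 C; growth read as absorbance at 600 nm. Normalized to FeCl3/clioquinol equimolar mix (positive) and DMSO (negative).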
D3 antag = antagonists of human D3 dopamine receptor | P35462 | D3R cells, DiscoveRx beta-arrestin luminescence, antagonist mode; hits give low values | max response, negative = inhibition, % | 360,000 compounds, 2.5% hits | AID 652054; in the data active means max response below about -50%; inconclusive means no clear call, values can overlap the other calls; further: on the % scale 0 is the no-effect control and ±100 the full control effect; mostly tested at two doses, the higher about 12 µM
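Cells expressing the human receptor were seeded at 1500 cells/well, incubated overnight at 37 degrees C in 5% CO2, then exposed to library compounds with dopamine controls for 90 minutes at 37 degrees C before luminescent detection.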
GLP-1R inv ag = inverse agonists of human GLP-1 receptor; Potency, µM (top dose mostly 38.3 µM), for the others: at the top dose activity change, negative = inhibition, most hits filed as inhibitors; 410,000 compounds, 1.6% hits; HEK293 GLP-1R CRE-luciferase, luminescence, 24 h; GLP-1R form is constitutively active; further: potency means the concentration at half of the fitted maximal effect; on the % scale 0 is the no-effect control and ±100 the full control effect; nearly all actives have a fitted effect of over 55% in size
Target sequence (P43220 whole entry, looked up): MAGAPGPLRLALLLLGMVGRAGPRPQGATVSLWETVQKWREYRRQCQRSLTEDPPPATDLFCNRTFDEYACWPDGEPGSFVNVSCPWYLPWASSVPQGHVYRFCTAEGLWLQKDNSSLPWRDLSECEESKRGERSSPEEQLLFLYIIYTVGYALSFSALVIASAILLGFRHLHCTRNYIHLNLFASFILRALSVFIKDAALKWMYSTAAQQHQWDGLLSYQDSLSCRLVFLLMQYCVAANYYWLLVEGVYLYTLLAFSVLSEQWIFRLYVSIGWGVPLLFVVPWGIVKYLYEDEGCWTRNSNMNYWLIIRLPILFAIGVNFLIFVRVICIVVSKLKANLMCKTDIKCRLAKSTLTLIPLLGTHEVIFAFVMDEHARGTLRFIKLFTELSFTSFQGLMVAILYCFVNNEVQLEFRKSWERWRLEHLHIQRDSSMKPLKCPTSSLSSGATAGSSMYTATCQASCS
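Inverse agonism was detected as reduced cAMP-driven luciferase luminescence after 24 h compound treatment. The cells were HEK293 clones expressing constitutively active human GLP-1R with the reporter. Reporter-only and GPR119 cell lines served as counterscreen controls.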
PTHR1 agonist = agonists of human PTHR1 parathyroid hormone receptor; Potency, µM (titrated, usually from 115 µM), for inactives: at the top dose activation, most hits filed as activators; AID 743266; HEK293 GP2 PTHR1 cells, GloSensor cAMP luminescence, 1 h; Q03431; 410,000 compounds, 0.075% hits; further: potency means the concentration at half of the fitted maximal effect; nearly all actives have a fitted effect of over 55% in size; some results filed as inactive show a strong effect at the top dose; inactives centre near -15; many of its hits are not listed in these tables
Target sequence (Q03431 whole entry, looked up): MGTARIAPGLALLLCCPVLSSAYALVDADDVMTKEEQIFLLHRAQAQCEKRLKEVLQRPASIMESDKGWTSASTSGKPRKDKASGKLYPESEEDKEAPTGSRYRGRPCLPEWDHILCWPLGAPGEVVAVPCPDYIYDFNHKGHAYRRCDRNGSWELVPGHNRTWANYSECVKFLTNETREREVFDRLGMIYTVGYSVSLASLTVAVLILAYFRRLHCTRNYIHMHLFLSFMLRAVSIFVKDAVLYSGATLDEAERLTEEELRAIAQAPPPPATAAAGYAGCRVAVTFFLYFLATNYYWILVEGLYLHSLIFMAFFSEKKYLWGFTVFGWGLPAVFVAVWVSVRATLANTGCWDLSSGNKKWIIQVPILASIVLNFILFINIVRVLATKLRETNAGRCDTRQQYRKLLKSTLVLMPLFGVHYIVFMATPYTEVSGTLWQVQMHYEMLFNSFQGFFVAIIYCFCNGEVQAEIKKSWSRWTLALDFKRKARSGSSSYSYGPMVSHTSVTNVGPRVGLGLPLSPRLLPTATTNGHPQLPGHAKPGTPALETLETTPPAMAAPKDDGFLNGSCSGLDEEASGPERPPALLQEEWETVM
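HEK-293-derived GP2 cells expressing PTHR1 and a GloSensor cAMP reporter, 3,000/well, plated overnight, given luciferin plus IBMX (each 0.5 mM as added) for 1 h at 37 °C, then compound for 1 h at 37 °C. Luminescence was read after 15 min at room temperature.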
TDP43 rescue = TDP-43 toxicity inhibition in yeast. TDP-43 expressing yeast growth rescue, BacTiter-Glo, 24 h. Potency, µM (top dose mostly 46.1 µM), inactives show at the highest dose growth rescue (activation), hits mostly activators. 410,000 compounds, 1.8% hits. AID 652104; further: potency means the concentration at half of the fitted maximal effect; % of control where 0% means no effect; nearly all actives have a fitted effect of over 50% in size
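Readout is BacTiter-Glo luminescence of cell growth, so inhibitors register as activators. TDP-43-expressing yeast at OD600=0.02 in galactose medium, after raffinose pregrowth to mid-log, were incubated with compound for 24 hr at 30 deg C.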
GLP-1R agonist = agonists of human GLP-1 receptor. HEK293 GLP-1R CRE-luciferase, luminescence, 4-6 h; cells express a hypersensitive GLP-1R form. Potency, µM (series often up to 45.6 µM), without a hit: at the highest dose activation, most hits filed as activators. P43220. 380,000 compounds, 0.007% hits; further: potency means the concentration at half of the fitted maximal effect; % of control where 0% means no effect
Starred values were filed as active, the others as inactive; i = inactive; ? = inconclusive; . = not tested or not shown; & = joins results of further samples; [ ] = remark or other dose. Unless noted, the call rests on the fitted dose curve; in most records, active means well fitted curve in the direction sought with a large enough effect; inconclusive means small, poorly fitted or top-dose-only effect, or another doubt; inactive means no such curve, though single readings can be large; an effect the other way counts as inactive or inconclusive. Not all compounds are listed; count on the stated rates, not on these rows.

Molecule	aSyn rescue	Akt phos inh	FUS suppressor	Abeta rescue	D3 antag	GLP-1R inv ag	PTHR1 agonist	TDP43 rescue	GLP-1R agonist
CCC(=O)Nc1ccc(-c2ccc(N3CCCCC3)nn2)cc1	-3%	i	15%	-15%	-19	?	-15%	0%	1%
CSc1ccc(CNC(=O)C2CCC(=O)N(CC3CCCCC3)C2)cc1 (stereo unspecified)	-4%	i	13%	-3%	-26	-8%	-43%[inhibitor]	-10%	5%
Nc1cc(C(Cl)=C(Cl)Cl)c(S(N)(=O)=O)cc1S(N)(=O)=O	3%	i	-33%	8%	22	9%	-8%	?	4%
CC(C)c1cc(Br)ccc1OCCN1C(=O)NC(C)(C)C1=O	18%	i	-30%	?	-18	?	-34%[inhibitor]	5%	3%
CC(CCc1ccccc1)NC(=O)CCC(=O)N1CCC(C(N)=O)CC1 (stereo unspecified)	-2%	i	-12%	-11%	-10	16%	?	-2%	-1%
O=C1NC(Cc2ccc(O)cc2)c2nc3cc(F)c(F)cc3c(=O)n2-c2cc3ccccc3cc21 (stereo unspecified)	5%	i	?	-13%	22	?	-78%[inhibitor]	18%	-5%
O=C(OC(C(=O)NC1CCCCC1)c1ccccn1)c1cccs1 (stereo unspecified)	0%	i	2%	19%	16	0%	i	-1%	3%
CCCCCCNS(=O)(=O)c1ccccc1Br	6%	i	-9%	-8%	0	-16%	-42%[inhibitor]	13%	5%
CCOc1cc(CNn2cnnc2)cc(Cl)c1OCC(=O)NC(C)(C)C	-4%	i	11%	5%	17	0%	-1%	.	1%
COCCNC(=O)C1(C)CCN(C(=O)c2ccc3ccccc3n2)C1 (stereo unspecified)	0%	i	-20%	-12%	12	17%	-6%	6%	-2%
COc1cc(CNn2cnnc2)ccc1OCC(=O)NC(C)(C)C	-2%	.	20%	-6%	-13	3%	i	-18%	-7%
O=C(Nc1ccc(Cl)c(S(=O)(=O)N2CCOCC2)c1)c1ccc(OCC2CCCO2)cc1 (stereo unspecified)	4%	i	17%	3%	125	?	-39%[inhibitor]	1%	-9%
COc1ccc(C(=O)NCCc2nnc3ccc(SCC(=O)Nc4ccccc4F)nn23)cc1	0%	i	.	-6%	10	17%	-21%	-4%	-1%
COc1ccc(CCn2c(C)cc(C(=O)CSc3nnnn3C)c2C)cc1	-7%	.	-12%	23%	13	-1%	-4%[57.5 µM]	7%	0%
CCc1nn(CC(=O)NCCCN2CCCC2=O)c(=O)c2cc3sccc3n12	1%	i	-15%	2%	-15	22%	-2%	25%	17%

Molecule	aSyn rescue	Akt phos inh	FUS suppressor	Abeta rescue	D3 antag	GLP-1R inv ag	PTHR1 agonist	TDP43 rescue	GLP-1R agonist
Cc1ccccc1NC(=O)CN1CCOCC1	-1%	i	-4%	16%	1	14%	i	7%	2%
CN(CCOC(=O)c1ccc2c(c1)OCCO2)C(C)(C)C	-1%	i	-8%	-11%	10	5%	-4%	4%	9%
CS(=O)(=O)N1Cc2ccccc2CC1C(=O)OCC(=O)Nc1ccc2ccccc2c1 (stereo unspecified)	-10%	i	?	6%	-5	-17%	-19%	-8%	13%
Cc1ccc(C(=O)/C=C/c2ccc3c(c2)OCCO3)c(O)c1	-25%	i	13%	-12%	2	?	-27%	17%	10%
CCC1(c2ccc(F)cc2)NC(=O)N(CC(=O)Nc2ccc(C)c(S(=O)(=O)N3CCOCC3)c2)C1=O (stereo unspecified)	4%	i	15%	-8%	0	43%[activator]	-24%	0%	11%
O=C1CCCN1CCCN=c1c([N+](=O)[O-])nn(-c2ccc(Cl)cc2)n1O	-1%	i	?	-15%	-11	23%	-4%	14µM*	-1%
O=C(Nc1cc(C(F)(F)F)ccc1F)C1CCC1	-5%	i	-24%	-9%	-6	1%	-6%	-2%	2%
O=C(Nc1ccccc1Br)c1cc(=O)c2ccccc2o1	-1%	i	29%	-13%	5	4%	-8%	-5%	11%
CN(C)c1ccc(NC(=O)c2ccc3nsnc3c2)cc1	-1%	i	12%	4%	-9	-6%	0%[57.5 µM]	-13%	-9%
CC(C)C(=O)N1c2nc(-c3ccco3)nn2C2(CCCCC2)[C@@H]2CCCC[C@@H]21	.	.	9%	-7%	.	8%	?	-2%	.
CC12CCC(=O)N1c1c(sc3nc(N4CCOCC4)c4c(c13)CCCC4)C(=O)N2 (stereo unspecified)	5%	i	31%	-2%	-17	131%[activator]	-10%	?	10%
CCOc1ccccc1NS(=O)(=O)c1c(C)[nH]c(C)c1C(=O)N1CCCCC1	3%	i	-15%	3%	1	-3%	i	3%	-3%
CC(C)NC(=O)c1cccc(NC(=O)CC2SC(N3CCCCC3)=NC2=O)c1 (stereo unspecified)	5%	i	-1%	18%	7	3%	-14%	8%	0%
COc1cc(C(=O)Nc2ccc(C)cn2)ccc1OCC(=O)N1CCOCC1	-1%	i	3%	11%	1	18%	-21%	23%	7%
Nc1ccc(S(=O)(=O)Nc2nc(-c3ccccc3)cc(-c3ccccc3)n2)cc1	7%	i	-15%	-7%	-3	17%	-11%	5%	7%

Molecule	aSyn rescue	Akt phos inh	FUS suppressor	Abeta rescue	D3 antag	GLP-1R inv ag	PTHR1 agonist	TDP43 rescue	GLP-1R agonist
O=C(/C=C/c1ccco1)c1cccnc1	0%	i	2%	-2%	-18	7%	-3%	-4%	-2%
COc1ccccc1C(=O)N/C(=C/c1cccc([N+](=O)[O-])c1)C(=O)Nc1cccc(C(=O)O)c1	4%	i	4%	-16%	-7	15%	16%	6%	1%
COc1cc(SC)ccc1C(=O)Nc1cc(C)c(OCC(=O)N2CCOCC2)c(C)c1	4%	i	.	-4%	13	-27%	i	14%	-4%
O=C(NC1CC2CCCC(C1)N2Cc1cccs1)N1CCOCC1 (stereo unspecified)	-13%	i	3%	11%	?	3%	-25%	11%	4%
COc1ccccc1CNC(=O)C(=O)NCC(c1cccs1)S(=O)(=O)c1ccc(F)cc1 (stereo unspecified)	.	.	28µM*	2%	.	-3%	i	7%	.
Cc1cc(C)c(C)c(S(=O)(=O)N2CCN(c3ncnc4ccccc34)CC2)c1C	6%	i	6%	-11%	82	4%	-22%	0%	-4%
NS(=O)(=O)OCCCc1ccc(C(F)(F)F)cc1	-4%	i	-19%	5%	10	-4%	-79%	25%	10%
Cc1ccc(S(=O)(=O)NCC2CCCO2)cc1 (stereo unspecified)	-4%	i	-10%	12%	14	37%[activator]	i	-16%	1%
O=c1c2ccccc2nc(SCc2cc(F)cc3c2OCOC3)n1Cc1ccco1	-7%	i	9%	18%	8	-1%	-6%	-8%	-13%
Cc1nc(SCC(=O)Nc2c(C)n(C)n(-c3ccccc3)c2=O)nc(C)c1C	4%	i	-14%	-3%	-16	4%	i	3%	3%
COc1cccc(NC(=O)CN(C)C(=O)CN2C(=O)NC(C)(c3ccc4ccccc4c3)C2=O)c1 (stereo unspecified)	1%	i	7%	7%	-7	?	-34%[inhibitor]	0%	-2%
CCc1nn(Cc2ccc(Cl)cc2)c(=O)c2cc3cc(C)ccc3n12	.	.	-16%	-10%	.	13%	-25%	13%	.
Cc1ccc(C(=O)COC(=O)CNC(=O)COc2ccccc2C)cc1C	7%&0%	i	41%	8%	6	0%	-19%	4%	-7%
CCCCc1ccc(-n2nc3cc(Cl)c(NC(=O)c4ccc(OC)cc4)cc3n2)cc1	.	.	-20%	0%	.	5%	i	5%	0%
CCOC(=O)c1sc2ccccc2c1OC(=O)c1ccc(C)cc1	4%	i	-1%	-7%	43	19%	-12%	-18%	7%

Entries from the list above with an aryl thioether with sulfur outside any ring (6):
Molecule	aSyn rescue	Akt phos inh	FUS suppressor	Abeta rescue	D3 antag	GLP-1R inv ag	PTHR1 agonist	TDP43 rescue	GLP-1R agonist
CSc1ccc(CNC(=O)C2CCC(=O)N(CC3CCCCC3)C2)cc1 (stereo unspecified)	-4%	i	13%	-3%	-26	-8%	-43%[inhibitor]	-10%	5%
COc1ccc(C(=O)NCCc2nnc3ccc(SCC(=O)Nc4ccccc4F)nn23)cc1	0%	i	.	-6%	10	17%	-21%	-4%	-1%
COc1ccc(CCn2c(C)cc(C(=O)CSc3nnnn3C)c2C)cc1	-7%	.	-12%	23%	13	-1%	-4%[57.5 µM]	7%	0%
COc1cc(SC)ccc1C(=O)Nc1cc(C)c(OCC(=O)N2CCOCC2)c(C)c1	4%	i	.	-4%	13	-27%	i	14%	-4%
O=c1c2ccccc2nc(SCc2cc(F)cc3c2OCOC3)n1Cc1ccco1	-7%	i	9%	18%	8	-1%	-6%	-8%	-13%
Cc1nc(SCC(=O)Nc2c(C)n(C)n(-c3ccccc3)c2=O)nc(C)c1C	4%	i	-14%	-3%	-16	4%	i	3%	3%

Going on with the list.
Molecule	aSyn rescue	Akt phos inh	FUS suppressor	Abeta rescue	D3 antag	GLP-1R inv ag	PTHR1 agonist	TDP43 rescue	GLP-1R agonist
COc1ccc(C(=O)Nc2ccccc2C(=O)N/N=C/c2ccncc2)cc1OC	-45%[inhibitor]	i	14%	-73%[inhibitor]	12	-30%	-14%	-69%[inhibitor]	-3%
Cc1ccc(C2(CC(=O)N3CCCC3)CCOC(C(C)C)C2)cc1 (stereo unspecified)	-12%	i	22%	10%	1	-8%	-7%[57.5 µM]	11%	1%
CCCCC(=O)Nc1ccc(NC(=O)c2cc(OC)c(OC)c(OC)c2)cn1	-1%	i	20%	0%	15	-2%	-11%[57.5 µM]	1%	0%
CC(C)Oc1cccc(C(=O)C2CCCN(Cc3cccn3-c3cccnc3)C2)c1 (stereo unspecified)	4%	i	17%	8%	22	?	i	10%	3%
